TDP-43 yeast inh – qHTS of TDP-43 Inhibitors; TDP-43 expressing yeast growth rescue, BacTiter-Glo, 24 h; Potency, µM (top dose mostly 46.1 µM), without a hit: at the highest dose growth rescue (activation), hits mostly activators; 1.8% of 410,000 active; AID 652104, 2013; further: potency means the concentration at half of the fitted maximal effect; % of control where 0% means no effect; nearly all actives have a fitted effect of over 50% in size
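Yeast expressing TDP-43 (pregrown in raffinose, seeded at OD600=0.02 in galactose medium) exposed to compounds 24 hr at 30 deg C. Growth read by BacTiter-Glo luminescence; rescue of toxicity appears as increased signal.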
D3 ag – qHTS of D3 Dopamine Receptor Agonist: qHTS | D(3) dopamine receptor (Homo sapiens), P35462 | D3R DiscoveRx beta-arrestin cells, luminescence, 90 min | max activation, % | 0.58% of 410,000 active; in the data active means max activation above about 30%; further: 0% is about no effect; mostly tested at two doses, the higher about 12 µM
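Agonist mode: compounds and dopamine controls were applied to plated cells for 90 min at 37 degrees C after an overnight attachment at 1500 cells/well. Luminescent read-out followed 30 - 60 minutes at room temperature with DiscoveRx detection reagent.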
EPAC2 ag – qHTS for Agonist of cAMP-regulated guanine nucleotide exchange factor 4 (EPAC2): primary screen; 0.079% of 360,000 active; Potency, µM (top dose mostly 154 µM), for the others: at the top dose activation, most hits filed as activators; AID 720711, 2013; EPAC2 activation, biochemical qHTS; response scale: 100% = 6.5 mM cAMP response; further: potency means the concentration at half of the fitted maximal effect; nearly all actives have a fitted effect of over 50% in size
Target sequence (Q8WZA2 whole entry, looked up): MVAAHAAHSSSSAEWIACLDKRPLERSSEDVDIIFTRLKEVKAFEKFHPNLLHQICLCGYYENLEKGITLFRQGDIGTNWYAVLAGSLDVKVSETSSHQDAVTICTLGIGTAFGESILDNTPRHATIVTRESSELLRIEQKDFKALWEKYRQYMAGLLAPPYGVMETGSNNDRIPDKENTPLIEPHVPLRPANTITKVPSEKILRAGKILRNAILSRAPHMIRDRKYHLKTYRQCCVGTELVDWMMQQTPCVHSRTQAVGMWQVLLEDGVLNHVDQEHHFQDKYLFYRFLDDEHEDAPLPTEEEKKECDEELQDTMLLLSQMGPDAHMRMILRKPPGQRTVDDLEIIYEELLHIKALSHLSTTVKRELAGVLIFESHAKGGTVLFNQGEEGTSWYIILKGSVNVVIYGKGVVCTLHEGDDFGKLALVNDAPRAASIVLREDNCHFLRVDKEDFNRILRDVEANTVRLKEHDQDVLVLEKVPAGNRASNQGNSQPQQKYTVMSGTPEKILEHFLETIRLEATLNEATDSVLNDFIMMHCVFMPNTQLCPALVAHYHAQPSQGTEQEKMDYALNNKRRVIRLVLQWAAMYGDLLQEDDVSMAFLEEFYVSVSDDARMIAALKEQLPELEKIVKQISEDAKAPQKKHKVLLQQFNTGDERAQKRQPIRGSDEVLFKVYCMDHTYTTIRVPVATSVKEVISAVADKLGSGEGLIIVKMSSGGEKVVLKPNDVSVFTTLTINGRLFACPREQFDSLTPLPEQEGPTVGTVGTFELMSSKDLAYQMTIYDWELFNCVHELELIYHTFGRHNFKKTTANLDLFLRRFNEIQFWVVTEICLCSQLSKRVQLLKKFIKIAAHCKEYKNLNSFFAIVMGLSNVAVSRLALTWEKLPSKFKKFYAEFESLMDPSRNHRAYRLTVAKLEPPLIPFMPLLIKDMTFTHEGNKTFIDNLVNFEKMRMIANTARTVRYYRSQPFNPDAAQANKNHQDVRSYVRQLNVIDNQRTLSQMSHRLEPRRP
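EPAC2 (100 nM) mixed with Rap1B loaded with BODIPY-GDP (250 nM) plus 50 uM unlabeled GDP; compounds pinned in, 5 min RT, then read every 5 min for 30 min (ex 480, em 540 nm). Normalized to cAMP control.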
aSyn rescue – qHTS of alpha-syn Inhibitors; Potency, µM (top dose mostly 46.1 µM), for inactives: at the highest dose growth rescue (activation), most hits filed as activators; 0.14% of 370,000 active; Yeast expressing alpha-synuclein, growth rescue, BacTiter-Glo, 24 h; AID 652106, 2013; further: potency means the concentration at half of the fitted maximal effect; % of control where 0% means no effect; nearly all actives have a fitted effect of over 65% in size
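Readout is rescue of growth in alpha-synuclein-expressing yeast, so inhibitors of toxicity appear as activators. Growth after 24 hr at 30 deg C in galactose medium is quantified by luminescence.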
FUS suppressor – qHTS for Suppressors of FUS Proteinopathy: Primary screen using FUS-linked yeast assay; 0.24% of 390,000 active; Potency, µM (titrated, usually from 76.6 µM), inactives show at the highest dose growth rescue (activation), most hits filed as activators; S. cerevisiae FUS-expressing, growth rescue, OD600, 24 h; AID 1347120, 2019;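 further: potency means the concentration at half of the fitted maximal effect; plate controls were DMSO vehicle for no effect and reference control for full effect; nearly all actives have a fitted effect of over 55% in size; some results filed as inactive show a strong effect at the top dose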
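Quantitative HTS measuring growth restoration of FUS-toxic yeast. Galactose-induced cells (OD 0.005) were exposed 24hr at 30C to compounds at several concentrations, then absorbance at 600 nm was recorded.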
D3 antag – qHTS of D3 Dopamine Receptor Antagonist: qHTS | D3R cells, DiscoveRx beta-arrestin luminescence, antagonist mode; stronger effect = lower value | max response, negative = inhibition, % | 2.5% of 360,000 active; in the data active means max response below about -50%; inconclusive means no clear call, values can overlap the other calls; further: on the % scale 0 is the no-effect control and ±100 the full control effect; mostly tested at two doses, the higher about 12 µM
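Cells expressing the human receptor were seeded at 1500 cells/well, incubated overnight at 37 degrees C in 5% CO2, then exposed to library compounds with dopamine controls for 90 minutes at 37 degrees C before luminescent detection.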
Abeta yeast res – qHTS for compounds that reverse cellular toxicity of Amyloid beta (A-beta) peptide in yeast: Primary Screen. 0.063% of 410,000 active. Potency, µM (highest dose often 46.1 µM), inactives show top-dose growth rescue, most hits filed as activators. AID 1347071, 2019. yeast expressing A-beta42, growth rescue, OD600, 48 h; response scale: 0% DMSO, 100% iron-clioquinol control; further: potency means the concentration at half of the fitted maximal effect; nearly all actives have a fitted effect of over 55% in size
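Growth rescue measured by 600 nm absorbance after 48 h yeast culture at 30 C with compound. Values normalized between DMSO and an equimolar ferric chloride plus clioquinol control.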
EPAC2 antagonist – qHTS for Antagonist of cAMP-regulated guanine nucleotide exchange factor 2 (EPAC2): primary screen. EPAC2 GEF exchange of Rap1B-BODIPY-GDP, fluorescence. Potency, µM (highest dose often 114 µM), for the others: at the top dose activity, negative = inhibition, hits mostly inhibitors. 0.18% of 360,000 active; further: potency means the concentration at half of the fitted maximal effect; on the % scale 0 is the no-effect control and ±100 the full control effect; nearly all actives have a fitted effect of over 45% in size; many of its hits are not listed in these tables
Active calls of the source: *; ? = inconclusive; nt = not tested or not shown; [ ] = another dose, or the depositor's remark. Unless noted, the call rests on the fitted dose curve; in most records, active means well fitted curve in the direction sought with a large enough effect; inconclusive means small, poorly fitted or top-dose-only effect, or another doubt; inactive means no such curve, though single readings can be large; an effect the other way counts as inactive or inconclusive. A portion of the library; rates above refer to the full screens.

Every second line gives: TDP-43 yeast inh	D3 ag	EPAC2 ag	aSyn rescue	FUS suppressor	D3 antag	Abeta yeast res	EPAC2 antagonist
- O=c1[nH][nH]c2c1[C@H](CCc1cccc(Cl)c1)O[C@H](CCc1ccccc1)C2
→ 21%	6	7%	-28%	40%	20	-8%	-3%
- Cc1ccc(NC(=S)NCC2CCN(C(C)c3ccccc3)C2)cc1C (stereo unspecified)
→ -7%	-17	8%	2%	8%	-25	1%	-6%
- C[C@@]12CCC3[C@@](CCC4[C@@]3(C)CCC[C@@]4(C)C(=O)O)(CC1=O)C2 (stereo partly specified)
→ 20µM*	4	-1%	5%	6%	0	-16%	-10%
- Cc1ccc(CNC(=O)CS(=O)(=O)Cc2nc(-c3ccccc3F)oc2C)cc1
→ 13%	-3	-6%	8%	-14%	6	1%	-14%
- COc1ccc(Nc2nc(N)nc(CN3CCc4ccccc4C3)n2)cc1
→ 9%	-14	-7%	1%	-6%	-8	10%	3%
- COc1ccc(C(=O)OCCN2C(=O)c3ccccc3C2=O)cc1
→ 2%	6	17%	?	8%	27	-60%[inhibitor]	-2%
- CN(C)c1ccc(CNC(=O)c2ccc3nc(CCc4ccccc4)oc3c2)cc1
→ 5%	48*	nt	nt	-8%	nt	-1%	nt
- CSCCC(NC(=O)c1ccccc1Br)C(=O)NNC(=O)c1ccco1 (stereo unspecified)
→ -2%	-4	11%	-9%	-4%	-11	-8%	1%
- CCc1cc2c(=O)oc(-c3ccc(F)cc3)nc2s1
→ -6%	4	2%	?	-11%	8	-15%	-9%
- N#Cc1ccc(CSc2nc3c(c(=O)[nH]2)CCC3)cc1
→ 18%	9	nt	nt	-4%	nt	3%	nt
- CCN1C(=O)[C@H]2[C@@H](c3ccc(C)cc3)N3C(=O)N(c4ccccc4)C(=O)[C@@]3(Cc3ccc(Cl)cc3)[C@H]2C1=O
→ 13%	-10	-3%	0%	-19%	-24	-9%	14%
- CCCOc1ccc(/C=N/NC(=O)CSCc2ccc([N+](=O)[O-])cc2)cc1OCC
→ ?	-8	-10%	1%	nt	10	9%	-1%
- CC(C)C[C@H]1C(=O)N2CCC[C@H]2[C@]2(O)O[C@](NC(=O)C3C=C4c5cccc6[nH]c(Br)c(c56)C[C@H]4N(C)C3)(C(C)C)C(=O)N12 (stereo partly specified)
→ -18%	21	10%	3%	?	-55*	-12%	-2%
- CCOc1ccc(S(=O)(=O)NC2CCCCC2C)cc1 (stereo unspecified)
→ ?	-1	0%	9%	21%	-19	-6%	-29%
- O=C(CCS(=O)(=O)c1ccc(Br)cc1)N1CCCCCC1
→ -9%	-6	-3%	-1%	-26%	3	14%	6%

Next section, starting with the last 2 of the part before.
Every second line gives: TDP-43 yeast inh	D3 ag	EPAC2 ag	aSyn rescue	FUS suppressor	D3 antag	Abeta yeast res	EPAC2 antagonist
- CCOc1ccc(S(=O)(=O)NC2CCCCC2C)cc1 (stereo unspecified)
→ ?	-1	0%	9%	21%	-19	-6%	-29%
- O=C(CCS(=O)(=O)c1ccc(Br)cc1)N1CCCCCC1
→ -9%	-6	-3%	-1%	-26%	3	14%	6%
- CN1CCSc2ccc(C(=O)Nc3cccc(F)c3)cc21
→ -11%	-11	6%	0%	0%	-1	-4%	4%
- CCOC(=O)c1cnc(-c2ccccc2)nc1Oc1ccc(Cl)c(Cl)c1
→ 22%	3	4%	2%	-6%	0	8%	8%
- CCN(CC)C(=O)C(Oc1ccc(S(=O)(=O)N2CCCC2)cc1[N+](=O)[O-])c1ccccc1 (stereo unspecified)
→ -11%	-2	9%	-2%	36%	-5	-4%	-12%
- Cc1ccc(-c2nnc3ccc(SCC(=O)N4CCc5ccccc54)nn23)cc1
→ -4%	-3	-3%	-1%	-2%	-14	-13%	6%
- CC1CCN(C(=O)CSc2nnc(-c3ccccc3Cl)o2)CC1
→ 0%	5	nt	nt	13%	nt	1%	nt
- C=CCOC(=O)C1=C(C)Nc2ncnn2C1c1cccs1 (stereo unspecified)
→ -16%	3	-4%	-7%	9%	3	10%	-12%
- Cn1c(=O)c2c(c3ccccc31)OC(=O)CC2c1cccc(F)c1 (stereo unspecified)
→ -5%	0	nt	nt	33%	nt	-10%	nt
- COc1ccc(CNC(=O)C2CCCN(c3ncnc4c3nc3n4CCCCC3)C2)cc1 (stereo unspecified)
→ -17%	-16	4%	0%	-3%	-12	-3%	0%
- COc1cccc(C(=O)N(Cc2ccco2)Cc2cc3cccc(C)c3[nH]c2=O)c1
→ 1%	13	-5%	3%	-5%	21	-9%	9%
- Cc1ccc(N(Cc2cccs2)C(=O)c2ccco2)cc1
→ ?	11	nt	nt	-3%	nt	-37%[inhibitor]	nt
- CCOc1ccc(/C=N/NC(=O)Cc2ccccc2)cc1CN1CC2CC(C1)c1cccc(=O)n1C2 (stereo unspecified)
→ 22%	-9	6%	9%	-26%	0	2%	-20%
- O=C1CCC(=O)N1c1ccc(S(=O)(=O)Nc2cccc(Br)c2)cc1
→ 22%	2	-5%	1%	-3%	15	0%	4%
- O=C(c1ccccc1)n1ccc2ccccc21
→ 2%	-9	14%	-13%	2%	?	-2%	-18%
- Cc1c(/C=N/O)c2ccccn2c1C(=O)c1ccc(F)cc1
→ ?	8	-3%	?	10%	2	-1%	17%
- CN(C)c1ccc(CNC(=O)/C=C/[C@H]2O[C@@H](n3cnc4c(NC(=O)c5ccccc5)ncnc43)[C@H](O)[C@@H]2O)cc1
→ -14%	-10	6%	-1%	12%	-21	-8%	-5%

A few values from the list:
Under D3 antag, Cc1ccc(NC(=S)NCC2CCN(C(C)c3ccccc3)C2)cc1C (stereo unspecified) reads -25
Under D3 antag, O=C1CCC(=O)N1c1ccc(S(=O)(=O)Nc2cccc(Br)c2)cc1 reads 15
Under Abeta yeast res, O=C(c1ccccc1)n1ccc2ccccc21 reads -2%

New compounds follow:
Every second line gives: TDP-43 yeast inh	D3 ag	EPAC2 ag	aSyn rescue	FUS suppressor	D3 antag	Abeta yeast res	EPAC2 antagonist
- COC(=O)c1ccc(-n2nnnc2SC)cc1
→ 16%	1	8%	-9%	7%	?	-14%	-20%
- CCOC(=O)C(=O)NNc1ccc(Cl)cc1
→ 7%	4	2%	8%	-21%	2	-7%	14%
- O=C(CC1C(=O)N(c2ccccc2)C(=O)N1Cc1ccco1)Nc1ccccc1 (stereo unspecified)
→ 6%	-2	-1%	2%	?	7	-19%	-6%
- COc1cc(C(c2nnnn2C2CCCC2)N2CCc3ccccc3C2)ccc1O (stereo unspecified)
→ 21%	-12	2%	16%	-8%	-10	9%	-5%
- Cc1cccc(NC(=O)C2CCN(S(=O)(=O)c3c(C)noc3C)CC2)c1
→ 3%	6	6%	3%	3%	-9	-6%	-8%
- Cc1cc2c3c(c1)C(C)(c1ccccc1)CC(C)(C)N3C(=O)C21C(C#N)=C(N)OC2=C1C(=O)CC(C)(C)C2 (stereo unspecified)
→ -20%	-8	17%	21%	?	3	-4%	-15%
- O=C(OCc1nc2ccsc2c(=O)[nH]1)c1ccc(Cl)nc1
→ ?	2	0%	10%	-3%	-3	7%	10%
- Fc1ccc2cnc(-c3ccccc3F)cc2c1
→ 18%	0	4%	4%	4%	-14	-14%	-10%
- Cc1cc(-c2csc(N)n2)c(C)n1-c1ccccc1
→ 11%	-2	6%	-11%	34%	-5	0%	-7%
- C=C(C1=CCN(S(=O)(=O)C(C)(C)C)[C@H]1CCO)c1ccccc1
→ 29%	-2	4%	4%	7%	22	6%	13%
- O=C(COC(=O)c1cc(S(=O)(=O)N2CCOCC2)cs1)c1ccccc1
→ 24%	0	21%	1%	-3%	-18	-11%	1%
- CCOc1ccc(-c2noc(CCCC(=O)NC3CCCCC3)n2)cc1OC
→ 18%	3	-2%	2%	12%	9	-3%	2%
- CN(C)c1ccc(C2Nc3ccccc3C(=O)N2CCCN2CCOCC2)cc1 (stereo unspecified)
→ -7%	-10	-1%	-3%	22%	-10	26%	0%
- COc1ccc(C(C(C(=O)c2ccco2)N2CCOCC2)N2CCOCC2)cc1 (stereo unspecified)
→ -6%	-15	8%	-1%	11%	-23	-11%	5%
- CCCC(=O)N1CCc2[nH]c3ccccc3c2C1
→ 14%	-4	5%	-5%	21%	-1	2%	9%
- Cc1ccccc1NCC(=O)N/N=C/C(Br)=C/c1ccccc1
→ -14%	-4	6%	9%	1%	-18	3%	-1%
- O=C(CN1C(=O)C2CCCCN2C(=O)c2ccccc21)N1CCCc2ccccc21 (stereo unspecified)
→ 2%	2	4%	2%	14%	7	1%	8%
- Cc1ccc(S(=O)(=O)c2c(O)c3ccc(C(=O)O)cc3[nH]c2=O)cc1
→ 7%	-2	3%	0%	-1%	16	14%	2%
- Cc1cccc(NC(=O)CSCC(=O)Nc2cc(C(F)(F)F)ccc2N2CCOCC2)c1
→ 0%	2	-2%	-1%	8%	-17	6%	-10%
- CCOc1ccc(S(=O)(=O)Nc2ccc(C(=O)NCC(c3ccccc3)N(C)C)cc2)cc1 (stereo unspecified)
→ 19%	-32	5%	9%	nt	-29	10%	-1%
- Cc1ccc(N(CC(O)Cn2c3ccccc3c3ccccc32)S(=O)(=O)c2ccc(F)cc2)cc1 (stereo unspecified)
→ 14%	15	nt	nt	28%	nt	8%	nt
- CCOC(=O)N/N=C(/c1ccccc1)C1CCCCC1
→ -16%	-8	-7%	1%	10%	6	-7%	-2%
- O=C(COC(=O)CSc1nnc(-c2ccc(Cl)cc2)o1)Nc1cc(Cl)ccc1Cl
→ 7%	-3	10%	-8%	-18%	-3	-10%	8%
- CCOc1ccccc1NC(=S)NCCCn1ccnc1
→ 13%	3	9%	-1%	-36%	1	-6%	0%
- O=C(NCc1cccc(Cl)c1)c1cc(COc2ccc3ncccc3c2)on1
→ 14µM*	4	15%	-11%	21%	-20	-5%	0%
- CN(C)c1nc(=NCc2cccs2)ss1
→ 2%	-2	5%	3%	nt	-15	-10%	-2%
- Cc1cc(C)n2nc(NCc3cccc(Br)c3)nc2n1
→ 14µM*	5	3%	2%	-5%	?	1%	12%
- O=C(CSc1nnc(COc2cccc3cccnc23)o1)N1CCc2ccccc21
→ -16%	-4	5%	2%	-6%	12	6%	3%
- O=C(/C=C/c1ccco1)N1CCN(C/C=C/c2ccccc2)CC1
→ 17%	-7	-2%	0%	nt	?	-1%	0%

Screening data deposited in PubChem BioAssay by National Center for Advancing Translational Sciences (NCATS).
